# OX1R antag-1: blocks the human orexin 1 receptor; CHO/OX1R cells, Fluo-8 calcium fluorescence, orexin A; AID 434989; actives 0.43% (n = 330,000); O43613; inhibition, % at 5 µM;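 active means inhibition above its plate's threshold, mean inhibition of all tested compounds on the plate plus 3 SD, cut at about 37% in these data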;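 further: 0% = orexin A challenge wells and 100% = SB-334867-A antagonist wells; not every result past the cut was called active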
# Target sequence (O43613 whole entry, looked up): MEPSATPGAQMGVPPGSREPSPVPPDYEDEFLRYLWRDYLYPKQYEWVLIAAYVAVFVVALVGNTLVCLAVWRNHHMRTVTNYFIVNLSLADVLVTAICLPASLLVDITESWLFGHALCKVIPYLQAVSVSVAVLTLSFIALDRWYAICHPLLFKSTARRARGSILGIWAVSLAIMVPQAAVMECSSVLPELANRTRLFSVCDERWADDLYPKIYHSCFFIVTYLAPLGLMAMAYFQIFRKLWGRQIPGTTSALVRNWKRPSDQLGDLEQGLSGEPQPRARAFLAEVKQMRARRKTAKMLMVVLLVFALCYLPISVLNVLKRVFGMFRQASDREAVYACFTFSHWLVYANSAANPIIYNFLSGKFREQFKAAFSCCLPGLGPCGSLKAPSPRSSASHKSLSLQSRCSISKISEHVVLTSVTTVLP
# OX1R antag-2: blocks the human orexin 1 receptor. OX1R-expressing cells, FRET antagonist read-out. inhibition, % at 6.6 µM. actives 1.8% (n = 330,000). AID 485270; in the data active means inhibition mostly above about 38%, no sharp cut-off; inactive means mostly below about 40%;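 further: 0% = agonist challenge alone and 100% = reference antagonist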
# * marks the source's active call; other numbers are inactive results.
SMILES,OX1R antag-1,OX1R antag-2
O=C(NCc1cccc(Cl)c1)c1ccc2c(c1)SC1=NS(=O)(=O)CCN12,8,12
O=S(=O)(NCCc1ccccc1)c1ccc(Cl)nc1,2,6
COc1ccc(CC(=O)OCC(=O)N2CCCc3ccccc32)cc1OC,-16,12
O=C(COc1ccccc1F)Nc1ccc2c(c1)OCCO2,-6,24
CCCCCCC(C)n1cc(C(C)=O)c(=O)n(C)c1=O (stereo unspecified),-13,13
Cn1c(SCC(=O)NCc2cccs2)nnc1-c1ccncc1,-1,7
CCOc1ccc(-n2c(N)c(C(=O)NCc3ccco3)c3nc4ccccc4nc32)cc1,-7,18
CCN(CC)S(=O)(=O)N1CCC(C(=O)NCc2ccc3c(c2)OCO3)CC1,12,20
Cc1nnc(C)n1/N=C/c1ccccc1,-18,17
CCC(Sc1nc2ccsc2c(=O)n1Cc1ccc(C(=O)O)cc1)C(=O)Nc1ccc(C)c(Cl)c1 (stereo unspecified),26,6
Cc1ccc(-c2cc(C(=O)N3CCOCC3)c3ccccc3n2)o1,-8,13
COc1cccc(-n2c(SCc3c(C)noc3C)nnc2-c2cccc(S(=O)(=O)N(C)C)c2)c1,-32,34
CCCCN(C(=O)C1CC(=O)N(Cc2ccc(C)cc2)C1)c1c(N)n(CC(C)C)c(=O)[nH]c1=O (stereo unspecified),-6,12
Cc1ccc(NC(=O)CN2C(=O)N/C(=C/c3ccc(C)o3)C2=O)cc1,12,30
COc1ccc(Cl)cc1S(=O)(=O)N(C)CC(=O)N1CCCC1,-12,0
CCOC(=O)C1CCN(C(=O)CN(c2ccc(OC)cc2)S(=O)(=O)c2c(C)noc2C)CC1,-13,13
COc1ccc(/C=N/n2c(SC)nnc(C(C)(C)C)c2=O)cc1OC,-47,19
COc1ccc(C(=O)CCN2CCN(c3ccccc3F)CC2)cc1,-23,8
COc1ccc(N(CC(=O)NC2CCCCC2)C(=O)c2ccc(C)s2)c(OC)c1,2,7
COC(=O)c1c(C)oc2ccc(N(C(=O)c3ccncc3)S(=O)(=O)c3ccccc3)cc12,18,18

# Reformatted field by field: entries from further up
COC(=O)c1c(C)oc2ccc(N(C(=O)c3ccncc3)S(=O)(=O)c3ccccc3)cc12
  OX1R antag-1 = 18	OX1R antag-2 = 18

COc1ccc(C(=O)CCN2CCN(c3ccccc3F)CC2)cc1
  OX1R antag-1 = -23	OX1R antag-2 = 8

CCOC(=O)C1CCN(C(=O)CN(c2ccc(OC)cc2)S(=O)(=O)c2c(C)noc2C)CC1
  OX1R antag-1 = -13	OX1R antag-2 = 13

COc1ccc(/C=N/n2c(SC)nnc(C(C)(C)C)c2=O)cc1OC
  OX1R antag-1 = -47	OX1R antag-2 = 19

# (next part)
SMILES,OX1R antag-1,OX1R antag-2
Fc1ccc(CSc2ncnc3sc4c(c23)CCCC4)cc1,-29,4
CC(=O)NCCNC(=O)[C@H](Cc1ccccc1)NC(=O)c1cccs1,-7,12
O=C(Nc1ccccc1Cl)C1CC(=O)N(c2ccccc2)C1 (stereo unspecified),-14,3
COc1ccc(/C=C(/NC(=O)c2ccccc2)C(=O)N2CCCCC2)cc1OC,-30,12
N#Cc1ccccc1Sc1ccccc1C(=O)NCC(c1ccco1)N1CCCCC1 (stereo unspecified),-20,5
COc1ccc(S(=O)(=O)NCCOc2ccc(Cl)cc2)cc1,-6,6
CC(=O)c1ccccc1N(C(=O)Cn1nnc2ccccc21)C(C(=O)NCC1CCCO1)c1ccc(N2CCOCC2)cc1 (stereo unspecified),-21,-9
COc1ccc(OCCOC(=O)c2ccc(-n3cnnn3)cc2)cc1,-4,14
COC(=O)Cn1nc(-c2ccccc2)c2ccccc21,-2,16
COC(=O)Cc1cccc2c(=O)c3ccccc3oc12,-24,19
O=C(O)c1cccc(-c2ccc(/C=N/NC(=O)c3cccnc3)o2)c1,-8,37
O=C(Cc1ccccc1)NC(C(=O)O)C(O)c1ccc([N+](=O)[O-])cc1 (stereo unspecified),4,-1
COc1ccc(OCc2cccc(C(=O)Nc3cc(C)on3)c2)cc1,-20,6
Fc1cc(F)c2nc(N3CCCC3)sc2c1,-11,11
C=CCN(C(=O)CCC(=O)Nc1cc(C)on1)C(C(=O)NC(C)(C)C)c1ccc(OC)cc1 (stereo unspecified),-19,10
C/C(=N\N1CCN(C)CC1)c1ccc(Cl)c(Cl)c1,-10,21
CCc1ccc(NC(=S)Nc2ccc(S(=O)(=O)Nc3ncccn3)cc2)cc1,2,12
Cc1ccc(S(=O)(=O)N2CCCCC2C(=O)O)s1 (stereo unspecified),-17,9
COc1ccc(/C=C2/SC(=S)N(CCC(=O)O)C2=O)cc1,-8,13
COc1ccc(CN(CCC(c2ccccc2)C2CCOC(C)(C)C2)C(C)=O)cc1 (stereo unspecified),-20,10

# Structural class, those above with a furan ring, fused or not.
SMILES,OX1R antag-1,OX1R antag-2
CCOc1ccc(-n2c(N)c(C(=O)NCc3ccco3)c3nc4ccccc4nc32)cc1,-7,18
Cc1ccc(-c2cc(C(=O)N3CCOCC3)c3ccccc3n2)o1,-8,13
Cc1ccc(NC(=O)CN2C(=O)N/C(=C/c3ccc(C)o3)C2=O)cc1,12,30
COC(=O)c1c(C)oc2ccc(N(C(=O)c3ccncc3)S(=O)(=O)c3ccccc3)cc12,18,18
N#Cc1ccccc1Sc1ccccc1C(=O)NCC(c1ccco1)N1CCCCC1 (stereo unspecified),-20,5
O=C(O)c1cccc(-c2ccc(/C=N/NC(=O)c3cccnc3)o2)c1,-8,37

# (listing goes on)
SMILES,OX1R antag-1,OX1R antag-2
CC(=O)c1c(C)[nH]c(C(=O)Nc2ccc(C)cn2)c1C,-25,8
CC1CN(C(=O)COC(=O)/C=C/c2ccc(C(F)(F)F)cc2)CC(C)O1 (stereo unspecified),-33,6
CCC(Oc1ccccc1)C(=O)NCCCN1CCOCC1 (stereo unspecified),-8,9
Cn1cncc1C#Cc1c(C=O)[nH]c2ccccc12,6,6
COc1ccc(OC)c(-c2c3c([nH]c(=S)c2C#N)CCCC3)c1,-14,11
CCC(C)[C@H](NC(=O)N1CCC(Cc2ccccc2)CC1)C(=O)O (stereo partly specified),-24,5
O=C(Nc1nc(-c2ccccn2)cs1)c1cccc(S(=O)(=O)N2CCOCC2)c1,2,9
CCCCOC(=O)CSC1=C(C#N)C(c2ccc3c(c2)OCO3)CC(=O)N1 (stereo unspecified),-43,30
O=C(COC(=O)C1CCN(c2ccc(C(F)(F)F)cn2)CC1)c1ccc(F)cc1,-19,11
O=C(CSCc1c(F)cccc1Cl)NCCSCc1ccco1,-9,10
CCN(CC)c1cc(C)c2cc(NC(=O)c3ccccc3OC)ccc2n1,-5,18
O=C(COC(=O)COc1ccc(Br)cc1)Nc1ccc2c(c1)OCCO2,10,-1
COCCCNC(=S)Nc1ccc(S(=O)(=O)Nc2cc(OC)nc(OC)n2)cc1,0,11
O=C(CCC(=O)OCC(=O)c1ccccc1)Nc1cccc2cccnc12,-9,11
CC1=C(C(=O)OCC(C)C)C(c2cccc(F)c2)N2C(=O)C(C)SC2=N1 (stereo unspecified),-19,3
Cc1c(NC(=O)CCC2CCCCC2)c(=O)n(-c2ccccc2)n1C,-5,2
CC(=O)c1ccccc1NS(=O)(=O)c1ccccc1Cl,-6,30
Oc1c(/C=N/Nc2cccc3cccnc23)ccc2ccccc12,-17,4
COc1ccc(C(C)(C)C)cc1NC(=O)COC(=O)c1nc2nccc(C)n2n1,-18,6
O=c1cc(O)c2ccccc2n1Cc1ccccc1Cl,-6,2
COc1ccc(S(=O)(=O)N2CCN(c3ccccc3OC)CC2)cc1C(=O)N1CCCCC1,-41,5
CC(C)c1ccc(S(=O)(=O)c2nnn3c2nc(NCC2CCCO2)c2ccccc23)cc1 (stereo unspecified),-24,12
O=C(c1ccccc1)N1CCN(C(=O)c2ccc3c(c2)OCO3)CC1,-17,29
O=C(Nc1ccc(OC(F)F)c(Cl)c1)Nc1ccc2c(c1)OCO2,45*,44
Cc1cc(N2CCN(C(=O)/C=C/C(=O)O)CC2)c2ccccc2n1,-17,1
CSc1nnc(-c2cc(-c3ccc(C)cc3)nc3ccccc23)o1,-10,5
Cc1ccc2nc(SCC(=O)NC3CCCCC3)nc(=O)n2c1,-8,13
O=C(Nc1ccccc1)N(Cc1ccccc1)CC(O)C(F)(F)F (stereo unspecified),-2,14
c1ccc(C2(CNc3ccccn3)CCCC2)cc1,-19,43
CC(=O)NCCn1c(SCC(=O)NCC2CCCO2)nc2ccccc2c1=O (stereo unspecified),9,6
CCOC(=O)c1sc(N(Cc2ccccc2)C(=O)CSc2nnc(C3CC3)n2N)nc1C,-23,11
CCN(CC)CCNc1nc(-c2cccs2)c(CC(=O)O)s1,-25,27
COc1cc(/C=N/N2C(=O)c3ccccc3NC2(C)c2cccc([N+](=O)[O-])c2)cc(Br)c1O (stereo unspecified),-12,36
Cc1ccc(S(=O)(=O)NCC(=O)OCC(=O)Nc2ncc(Cl)cc2Cl)cc1,-13,10
Cc1ccc(OCC(=O)NNC(=O)C2CCN(c3nccc(C)n3)CC2)cc1,-16,3
COC(=O)C1(O)CC(C(C)C)=NN1C(=O)c1ccccc1 (stereo unspecified),-9,16
CCN(CC(=O)Nc1c(F)cccc1F)C(=O)Cc1ccc2c(c1)CCC2,-12,13
COc1ccc(C(=O)Nc2ccc(S(=O)(=O)Nc3cc(C)nc(C)n3)cc2)cc1OC,4,2
O=[N+]([O-])c1ccc(Oc2cccc3cccnc23)c([N+](=O)[O-])c1,-2,35
C(=N\Nc1ccc2nncn2n1)/c1ccco1,4,15
COc1ccc2c(c1)C(NC(C)=O)C(=O)N2CCc1ccccc1 (stereo unspecified),-28,5
O=C(CN1CCN(c2ccc(O)cc2)CC1)N(C1CC1)C1CCS(=O)(=O)C1 (stereo unspecified),-3,6
Cc1cc(C=C2C(=O)c3ccccc3C2=O)c(C)n1-c1ccc(C(=O)O)cc1,-2,18
Cc1cc(OCC(=O)c2ccc(Br)cc2)ccc1N1C(=O)CCC1=O,-16,5
O=C(O)CCCCNCc1ccccc1,-9,0
O=C(COc1cccnc1[N+](=O)[O-])N1CCN(S(=O)(=O)c2ccc3ccccc3c2)CC1,-28,9
S=C(NC1CC1)SCc1ccco1,-9,-2
COc1ccc(/C=N/NC(=O)C(=O)N2CCCC2)cc1,1,17
O=C(NCC1CCCO1)c1ccccc1NS(=O)(=O)c1cccs1 (stereo unspecified),9,14
Cc1c(N(C)S(=O)(=O)c2cc(C(=O)N3CCCC3)ccc2Cl)c(=O)n(-c2ccccc2)n1C,-20,4

# Other structures.
SMILES,OX1R antag-1,OX1R antag-2
CCC(CC)C(=O)Nc1cccc(S(=O)(=O)c2cccc(NC(=O)C(CC)CC)c2)c1,-27,9
CC(CC1C(C#N)=C(N)SC(N)=C1C#N)c1ccccc1 (stereo unspecified),8,88*
CC(C)CCNC(=O)c1cc2c(=O)n3ccccc3nc2s1,-20,20
CCN(CC(=O)Nc1ccc(NC(C)=O)cc1)C(=O)c1cc2c(s1)CCCCC2,4,7
CCN1CCN(Cc2c(O)ccc3c(=O)c(-c4ccccc4OC)coc23)CC1,-21,-4
COc1ccc(NC(C)=O)cc1NC(=O)CN1CCN(C(=O)c2ccco2)CC1,-10,10
COc1cc(CNc2nnnn2C)ccc1OCc1c(F)cccc1Cl,-11,13
O=C1NC2(CCCCCC2)C(=O)N1Cc1ccc(Cl)cc1Cl,-31,22
CCC(C)NC(=O)C1c2ccccc2Oc2ccccc21 (stereo unspecified),-15,9
COc1ccc2oc(C(=O)OC(C)C(=O)Nc3ccc(N4CCOCC4)cc3)c(C)c2c1 (stereo unspecified),-24,11
COCCNC(=O)c1cc(-c2ccccn2)nc2ccc(S(=O)(=O)N3CCC(C)CC3)cc12,-27,8
c1ccc2sc(SCSc3nc4ccccc4s3)nc2c1,-23,31
Cc1ccc(CSC2=NCCN2C(=O)c2ccco2)cc1,-8,6
CN(c1ccccc1)S(=O)(=O)c1cccc(NC(=O)CCNC(=O)c2ccc([N+](=O)[O-])cc2)c1,1,12
Cc1ccc(-c2cc(-c3ccccc3)c(C#N)c(Br)n2)cc1,-5,6
Cc1ccccc1NC(=S)NC(NC(=O)c1ccco1)C(Cl)(Cl)Cl (stereo unspecified),-11,31
Cc1c(OC(C)C(=O)NC2CC(C)(C)NC(C)(C)C2)ccc2c3c(c(=O)oc12)CCC3 (stereo unspecified),-1,1
Cc1cccc(-n2cnc3c(c2=O)c2nc4ccccc4nc2n3Cc2ccco2)c1,-7,69*
Cc1ccc(S(=O)(=O)NCC(=O)N2CCC(C)CC2)cc1,-23,7
COC(=O)c1ccccc1NC(=O)c1ccccc1N(C)S(=O)(=O)c1ccccc1,-9,35
CC1(C)CC(=O)C=C(NCCCNC2CCCCC2)C1,-1,10
Cc1n[nH]c(=O)c2c(NC(=O)CSc3nn(-c4ccccc4)c(=S)s3)oc(C)c12,-21,10
CCOC(=O)Cc1c(C)c2c(C)nn(-c3ccccc3)c2oc1=O,-6,18
O=C(CCNC(=O)c1ccccc1Cl)NN=Cc1ccccc1[N+](=O)[O-],-23,13
CCCc1cc(=O)c2ccc(OC/C(C)=N/O)cc2o1,4,9
CCC(=O)N1CCc2cc(S(=O)(=O)CCC(=O)Nc3c(C)n(C)n(-c4ccccc4)c3=O)ccc21,-4,7
CCCc1cnc(N2CCN(C(=O)c3ccc(OC)cc3)CC2)nc1,-18,6
COc1cc(NC(=O)Cn2ncc3c2-c2ccccc2OC3)cc(OC)c1OC,-29,0
Cc1nc2ccccc2n1/C(=N/S(=O)(=O)c1ccc(Br)cc1)c1ccccc1,-6,16
Cc1cc2nc(SCCOC(=O)Nc3cccc(Cl)c3)nc(C)c2cc1C,-22,39
COc1cc2c(cc1OC)CN(Cc1ccc(F)cc1)CC2,-2,13
NC(=O)C1CCN(CC(=O)NCc2ccccc2)CC1,-12,19
C=CCSc1nnc(-c2ccc(Cl)cc2Cl)o1,-8,10
